# From PubChem BioAssay
# CXXC DNA block – blocks binding of human MLL CXXC domain to DNA. Q03164. 290,000 tested, 0.037% active. Potency, µM (top dose mostly 115 µM), for the others: at the top dose activity change, negative = inhibition, actives largely listed as inhibitors. MLL-CXXC / FITC-HOXA9 DNA fluorescence polarization; active means well fitted inhibition curve with a large enough effect in the polarisation, with a control signal flat, not every such curve was filed as active; inconclusive means small, poorly fitted or top-dose-only effect, or effect the other way, or a change in a side signal; inactive means no such curve, though single readings can be large or run the other way; the % refers to the polarisation; further: potency means the concentration at half of the fitted maximal effect
#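 Purified MLL-CXXC (added from a 7 uM solution) was preincubated 5 min at ambient with pinned compounds in 50 mM Tris-HCl pH 7.5, 50 mM NaCl, 1 mM DTT, 0.05% BSA. Fluorescein-labeled HOX-A9 DNA (50 nM solution) followed, 30 min, then polarization read.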
# ASM inhibitor – inhibitors of human secretory acid sphingomyelinase; P17405; placental ASM, HMU-PC fluorogenic substrate, 60 min; Potency, µM (titrated, usually from 57.5 µM), inactives show top-dose activity change, negative = inhibition, actives largely listed as inhibitors; 340,000 tested, 0.006% active; AID 504937; further: potency means the concentration at half of the fitted maximal effect
# Target sequence (P17405 47-631 limits assumed): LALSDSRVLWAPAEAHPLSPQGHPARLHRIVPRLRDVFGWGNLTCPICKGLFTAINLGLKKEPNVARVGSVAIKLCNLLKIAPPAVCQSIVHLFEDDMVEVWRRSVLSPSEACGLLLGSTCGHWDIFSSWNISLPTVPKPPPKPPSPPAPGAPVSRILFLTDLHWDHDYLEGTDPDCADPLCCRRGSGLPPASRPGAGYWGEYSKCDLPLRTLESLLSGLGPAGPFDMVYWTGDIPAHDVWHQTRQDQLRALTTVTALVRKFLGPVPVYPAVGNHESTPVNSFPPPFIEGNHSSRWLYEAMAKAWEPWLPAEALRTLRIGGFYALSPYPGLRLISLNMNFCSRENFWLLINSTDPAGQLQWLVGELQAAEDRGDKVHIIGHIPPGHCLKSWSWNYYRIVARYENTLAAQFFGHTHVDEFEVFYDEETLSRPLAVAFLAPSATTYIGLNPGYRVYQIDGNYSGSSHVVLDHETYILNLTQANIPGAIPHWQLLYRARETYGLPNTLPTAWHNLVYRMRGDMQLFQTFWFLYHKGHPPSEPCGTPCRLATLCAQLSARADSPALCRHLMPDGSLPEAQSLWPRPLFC
#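 Human placenta-derived ASM preincubated with compound 10 min at room temperature, then reacted with 9 uM (final) fluorogenic HMU-PC substrate for 60 min at 37 C. Stop solution raises pH to 10; fluorescence read at Ex 386/Em 447 nm.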
# Menin MLL FP TR – inhibitors of human menin-MLL interaction, mutant MLL peptide | O00255 | Menin + Texas Red MLL mutant peptide, fluorescence polarization | Potency, µM (titrated, usually from 61.6 µM), without a hit: top-dose FP activity change, negative = inhibition, usual class: inhibitors | 270,000 tested, 0.23% active; active means well fitted inhibition curve with a large enough effect in the polarisation, with a control signal flat, not every such curve was filed as active; inconclusive means small, poorly fitted or top-dose-only effect, or effect the other way, or a change in a side signal; inactive means no such curve, though single readings can be large or run the other way; the % refers to the polarisation; further: potency means the concentration at half of the fitted maximal effect; % of control where 0% means no effect; many of its hits are not listed in these tables
# Integrin act MD – activators of alpha7 integrin expression for muscular dystrophy; alpha7betagal myoblasts, beta-gal FDG fluorescence, 48 h; Potency, µM (titrated, usually from 38.3 µM), for inactives: at the top dose activation, actives largely listed as activators; 350,000 tested, 0.064% active; AID 624291;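 further: potency means the concentration at half of the fitted maximal effect; 100% = response of the positive control SU9516; nearly all actives have a fitted effect of over 60% in size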
#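 alpha7betagal+/- myoblasts (passage 13, 250/well) treated 48 h at 37C with compounds at 1:260 dilution of DMSO stock. Lysed, then beta-galactosidase activity read as FDG fluorescence (ex 480/em 540) after 30 min, with pre-read for autofluorescence.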
# Mito fusion act – inhibitors of mitochondrial division or activators of mitochondrial fusion | S. cerevisiae fusion-defective mutant growth rescue, CellTiterGlo 48 h | Potency, µM (series often up to 46.1 µM), for the others: at the top dose growth rescue (activation), hits mostly activators | 320,000 tested, 0.23% active | AID 485298;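 further: potency means the concentration at half of the fitted maximal effect; % of control where 0% means no effect; nearly all actives have a fitted effect of over 45% in size; temperature-sensitive fusion mutants such as fzo1-1 at 37 °C on non-fermentable ethanol glycerol medium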
#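 S. cerevisiae fusion-defective temperature-sensitive mutants (e.g. fzo1-1, mgm1-5) grown 48 h at 37C in YPEG (ethanol/glycerol non-fermentable) medium with 23 nl compound per well; growth rescue read as CellTiterGlo luminescence.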
# TCR activator – T cell receptor activation | primary human leukocytes, anti-CD3, IL-2 HTRF, 48 h | Potency, µM (highest dose often 9.22 µM), for inactives: at the highest dose activation of IL-2 secretion, hits mostly activators | 330,000 tested, under 10 active | AID 504894; further: % of control where 0% means no effect
#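 TCR engagement came from a-CD3 beads alone, with compounds added to primary human leukocytes for 48 hr. Secreted IL-2 bridged europium cryptate- and d2-labelled anti-IL-2 antibodies, giving FRET emission at 665nm after 320nm excitation.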
# MBNL1-CUG inh – inhibitors of human MBNL1 binding to CUG repeat RNA | Q9NR56 | TR-FRET MBNL1-His/biotin-(CUG)12 binding, 665/545 ratio | Potency, µM (series often up to 57.5 µM), for inactives: at the top dose activity change, negative = inhibition, hits mostly inhibitors | 280,000 tested, 0.036% active | AID 2675; active means well fitted inhibition curve with a large enough effect in the signal ratio, with a control signal flat, not every such curve was filed as active; inconclusive means small, poorly fitted or top-dose-only effect, or effect the other way, or a change in a side signal; inactive means no such curve, though single readings can be large or run the other way; the % refers to the signal ratio; further: potency means the concentration at half of the fitted maximal effect; on the % scale 0 is the no-effect control and ±100 the full control effect
# Target sequence (Q9NR56 whole entry, looked up): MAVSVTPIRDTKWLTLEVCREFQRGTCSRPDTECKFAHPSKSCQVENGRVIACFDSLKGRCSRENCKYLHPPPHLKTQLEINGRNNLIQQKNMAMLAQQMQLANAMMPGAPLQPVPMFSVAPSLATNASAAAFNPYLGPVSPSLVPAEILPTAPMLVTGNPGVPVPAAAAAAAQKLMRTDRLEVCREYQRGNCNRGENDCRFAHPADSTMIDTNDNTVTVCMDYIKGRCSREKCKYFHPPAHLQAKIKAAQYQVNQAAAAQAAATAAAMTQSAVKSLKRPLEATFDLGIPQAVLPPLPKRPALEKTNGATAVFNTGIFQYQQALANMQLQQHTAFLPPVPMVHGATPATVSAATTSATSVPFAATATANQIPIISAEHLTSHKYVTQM
#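 TR-FRET readout: Ex 340 nm, 665/545 nm emission ratio, normalized to buffer-only (basal) and MBNL1-(CUG)12 controls. Complex of MBNL1-His with Biotin-(CUG)12, compounds 92 nM–58 uM, incubated 60 min at room temperature.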
# TSHR antag – human thyrotropin receptor antagonism | TSHR-expressing cells, TSH-stimulated cAMP HTRF, 2 h; active compounds read low | activity change, negative = inhibition, % at 11.5 µM | 330,000 tested, 0.2% active;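 active means activity change below a set negative limit, meaning inhibition stronger than a set level, cut at about -70% in these data; inconclusive means activity change between two set negative limits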; further: on the % scale 0 is the no-effect control and ±100 the full control effect
#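 Read-out is FRET at 665 nm (cryptate excitation 337 nm) from a cryptate-tagged anti-cAMP antibody, competed by cell cAMP against cAMP-d2. Compounds are tested on freshly harvested TSHR cells challenged with 4nM TSH (EC80) for 2 hours at 37 deg C.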
# TSG101-PTAP inh – blocks PTAP/TSG101 interaction to inhibit HIV-1 budding. Q99816. Fluorescence polarization, FITC-PTAP peptide / Tsg101 binding. Potency, µM (highest dose often 115 µM), without a hit: at the highest dose activity change, negative = inhibition, usual class: inhibitors. 340,000 tested, under 10 active. AID 493005; active means well fitted inhibition curve with a large enough effect in the main read-out, with a control signal flat, not every such curve was filed as active; inconclusive means small, poorly fitted or top-dose-only effect, or effect the other way, or a change in a side signal; inactive means no such curve, though single readings can be large or run the other way; further: potency means the concentration at half of the fitted maximal effect; % of control where 0% means no effect
#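 Fluorescence polarization binding of Tsg101 binding domain (10 uM final) to FITC-labeled PTAP peptide (50 nM final) in HEPES pH 7.5 buffer with NaCl, Tween 20, EDTA, TCEP. Compounds added before peptide; binding 20 min at RT.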
# AT treatment – potential ataxia-telangiectasia treatment; Potency, µM (top dose mostly 57.5 µM), for the others: at the top dose activation, hits mostly activators; […] A-T fibroblasts, KAP-1 phosphorylation AlphaLISA; neocarzinostatin DNA damage 30 min before lysis; 320,000 tested, 0.19% active; AID 485349; further: potency means the concentration at half of the fitted maximal effect; % of control where 0% means no effect; nearly all actives have a fitted effect of over 45% in size
#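 ATM-like activity read as KAP-1 phosphorylation via AlphaLISA donor/acceptor antibody pairs after lysis and 6 hr at 25C. Cells were ATM-null patient fibroblasts ([…], hTERT), dosed 60 min, then exposed to the DSB inducer NCS for 30 min.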
# * = called active by the depositor; ? = inconclusive; / = not tested or not shown; & = joins results of further samples; [ ] = another dose, or the depositor's remark. Unless noted, the call rests on the fitted dose curve; in most records, active means well fitted curve in the direction sought with a large enough effect; inconclusive means small, poorly fitted or top-dose-only effect, or another doubt; inactive means no such curve, though single readings can be large; an effect the other way counts as inactive or inconclusive.
SMILES,CXXC DNA block,ASM inhibitor,Menin MLL FP TR,Integrin act MD,Mito fusion act,TCR activator,MBNL1-CUG inh,TSHR antag,TSG101-PTAP inh,AT treatment
O=C(CS(=O)(=O)c1ccccc1)Nc1ccccn1,27.2%,7.4%,-5.3%,?,4.6%,-0.5%,0.6%,-3.4,-7.2%,-4.1%
COc1cc(Cl)c(C)cc1NC(=O)CN(C)Cc1cccc(OC)c1OC,17.5%,-3.1%,16.1%,-30.1%,-7.9%,-5.1%,-8.8%,-11.3,-3.5%,-0.4%
Oc1ccc2c(c1)c1ccccc1c1ncccc21,/,-8.5%,/,0.0%,/,12.4%,/,/,0.3%,/
COc1ccc(-c2ccc3oc(-c4ccsc4)cc(=O)c3c2)cc1F,/,26.1%,/,10.4%,/,-5.2%,/,14.5,/,3.6%
COc1ccc(OCCCC(=O)Nc2cc(Cl)ccc2-n2cncn2)cc1,/,1.3%,/,-3.3%,5.4%,7.9%,/,9.9,-8.0%,3.6%
O=C(C1CC(=O)N(c2ccc3c(c2)OCCO3)C1)N1CCN(S(=O)(=O)c2ccc(F)cc2)CC1 (stereo not drawn),/,1.3%,/,-26.4%,/,-0.7%,/,/,-0.1%,/
CC(=O)C1=C(O)C(=O)N(CCC(=O)O)C1c1ccc(Cl)cc1Cl (stereo not drawn),-4.2%,1.0%,9.7%,20.1%,-2.2%,3.9%,45.4%[activator],/,-2.5%,/
COc1ccc2occ(C(=O)c3cccs3)c2c1,-5.5%,-3.8%,?,-1.5%,1.9%,-3.0%,0.1%,-8.2,-3.6%,3.2%
O=C1CS/C(=N/N=C/c2ccccc2OS(=O)(=O)c2ccccc2)N1,4.4%,0.5%,3.1%,-20.4%,/,0.8%[46.1 µM],-7.6%[11.5 µM],11.3,-4.6%,-4.6%
Cc1cc(-c2ccc(S(=O)(=O)N(C)Cc3ccccc3)cc2)on1,58.5%[activator],-1.7%,-28.9%,14.5%,24.2%,-1.3%,5.1%,9.3,-2.1%,4.5%
Cc1ccc(-n2c(-c3ccc(Cl)cc3)n[nH]c2=S)c(C)c1,?,-8.3%,-2.9%,0.0%,2.3%,-5.6%,1.6%,-28.7,-16.3%,8.9%
COC(=O)c1ccc(NC(=O)COc2ccc(S(=O)(=O)N3CCCCC3)cc2)cc1,1.4%,3.8%,33.7%[activator],3.8%[7.66 µM],-2.9%,5.9%,-3.8%,8.2,-5.0%,0.6%
CC(=O)Nc1ccc(NC2=C(Cl)C(=O)c3ccccc3C2=O)cc1,-9.0%,-1.6%,-1.2%,-62.5%[inhibitor],-6.5%,6.4%,/,16.7,-1.2%,3.16µM*
O=C(NCC(=O)N1CCN(S(=O)(=O)c2ccc3c(c2)OCCO3)CC1)c1ccccc1Cl,/,2.9%,/,0.0%,0.2%,-10.0%,/,-20.2,-0.7%,0.3%
CC(=O)c1ccc(S(=O)(=O)N(C)CC(=O)Nc2cc(C)on2)cc1,/,-0.2%,/,-8.6%,0.7%,/,/,-1.8,-2.6%,0.4%
COC(=O)C1(C)NC(c2ccc(F)cc2)C2C(=O)N(c3ccc(C)cc3)C(=O)C21 (stereo not drawn),-7.2%,1.1%,24.2%,37.6%,2.1%,-8.7%,0.0%,-13.3,-1.2%,-0.6%
O=C(CCN1N=C(c2ccccc2)CCC1=O)NCC1CCCO1 (stereo not drawn),8.0%,-3.9%,/,2.5%,-0.8%,3.8%,-3.6%,9.0,2.3%,-5.9%
COc1ccc(OC)c(NC(=S)N2CCc3ccccc3C2)c1,8.3%,-0.5%,-7.1%,?,0.3%,-3.0%,-3.7%,-11.2,-8.1%,-4.0%
Cc1ccccc1NC(=O)C(NC1CCCCC1)C(C)C (stereo not drawn),-4.5%,5.3%,7.2%,0.6%,3.0%,-2.7%,1.9%,-4.9,3.9%,2.4%
COc1ccc(-c2cn3c(C)c(C(=O)N4CCN(c5ccc(F)cc5)CC4)sc3n2)cc1,2.6%,-16.7%,-14.9%,-13.1%,-3.3%,-0.4%,-19.7%,1.4,0.4%,-10.0%
Cc1cccc(NC(=O)c2nc[nH]c2C(=O)N[C@@H](C)C(=O)OCc2ccccc2)c1,-15.4%,-16.4%,/,-26.1%,5.6%,2.7%,2.6%,9.0,0.8%,-31.8%
COc1ccc(S(=O)(=O)CCC(=O)N2CCN(c3ccc(F)cc3)CC2)cc1,4.3%,4.3%,-3.3%,3.5%,4.9%,4.7%,1.5%,5.0,-2.7%,0.9%
O=C(c1ccc(Cl)cc1)N1CCC(c2nc(-c3cccs3)no2)CC1,1.3%,-0.8%,-15.9%,-27.5%,17.4%,/,-16.3%,-2.2,/,7.0%
C=CCCOc1ccccc1C(N)=O,-27.0%,2.3%,/,-18.5%,-2.2%,-39.7%,-5.7%,9.6,-1.8%,2.4%
NC(=O)CC[C@H](N)C(=O)O,9.0%,/,13.2%&-5.0%,/,-1.3%,/,/,8.8,/,/
Cc1cccc(NC(=O)c2cnc3sccn3c2=O)c1C,2.4%,/,-3.5%,/,0.9%,/,?,-0.8,/,6.9%
Cc1nn(-c2ccccn2)c2c1C(=O)CC(C)(C)C2N=[N+]=[N-] (stereo not drawn),/,-6.0%,/,-6.2%,/,-7.5%,/,/,0.5%,/
COc1ccc(S(=O)(=O)O/N=C2\CCSc3ccc(C)cc32)cc1,-1.5%,-2.8%,10.3%,-15.3%,-6.3%,-1.1%,-7.4%,4.5,-3.8%,-5.6%
COc1ccc(C(=O)OCCN2CCCCC2)cc1,-1.0%,1.4%,-7.4%,-20.9%,-2.4%,2.5%,-16.2%,1.3,-0.7%,0.5%
Cc1cc(C)n2ncc(S(=O)(=O)c3ccccc3)c2n1,-9.3%,1.5%,0.7%,-16.1%,7.0%,1.2%,-8.2%,2.1,1.9%,-0.5%
CC(C)c1ccccc1,/,1.4%,/,/,-4.9%,-0.2%,/,-3.7,1.4%,7.1%
O=C(Nc1ccc(Cl)c(S(=O)(=O)N2CCCCC2)c1)C1=COCCO1,/,-1.9%,/,12.2%,17.4%,-27.7%,/,1.9,-0.5%,5.9%
CN=C1SC(CC(=O)Nc2ccc(N3CCOCC3)cc2)C(=O)N1C (stereo not drawn),-4.6%,0.2%,15.8%,2.0%,-5.6%,6.0%,1.1%,1.5,0.0%,0.6%
CCN(CC(=O)Nc1ccc2c(c1)OCCO2)CC(=O)Nc1ccccc1C(F)(F)F,/,2.7%,/,-34.5%,/,-2.6%,/,/,-3.8%,12.2%
CN(C(=O)CC1C(=O)NCCN1Cc1ccccc1C(F)(F)F)C1CCOCC1 (stereo not drawn),?,32.5%,/,-9.8%,0.2%,1.8%,3.1%,12.4,-14.3%,-3.1%
Cc1ccc(C(=O)Nc2c(C)n(C)n(-c3ccccc3)c2=O)cc1S(=O)(=O)N1CCCCC1,/,-1.2%,/,10.5%,/,0.5%,/,-4.3,1.7%,6.0%
Cc1ccc(NCC(=O)N/N=C/c2cccc(Oc3ccccc3)c2)cc1,1.3%,-27.3%,13.6%,-55.1%[inhibitor],14.9%,-5.1%[46.1 µM],4.5%,4.7,-5.3%,0.8%
COC(=O)c1ccccc1N1CCS(=O)(=O)CC1,-6.5%,4.2%,0.2%,12.0%,-2.6%,2.9%,2.1%,7.9,-5.3%,0.0%
O=C(Nc1nnc(COc2ccccc2)s1)c1ccco1,8.2%,-5.3%,-4.7%,22.2%,-4.9%,-18.2%,3.2%,-3.7,-3.9%,1.1%
O=C(CSc1nnc(-c2ccccn2)n1Cc1ccco1)c1ccccc1,-3.0%,-3.4%,5.4%,-10.7%,9.0%,1.3%,5.2%,5.3,-1.5%,-2.4%
O=C(COC(=O)/C=C/c1cccc(C(F)(F)F)c1)NC(=O)NCc1ccco1,/,-4.5%,/,-13.7%,/,1.1%,/,/,0.5%,-7.4%
O=c1[nH]c(CSc2ccccc2)nc2c1oc1ccccc12,-16.0%,5.4%,/,-6.5%,19.0%,3.2%,-7.6%,-8.0,-1.5%,13.1%
CCc1ccc(OCC(=O)NNC(=O)c2cc(S(=O)(=O)N(C)C)ccc2N2CCCC2)cc1,/,1.3%,/,3.6%,-7.0%,3.1%,/,6.5,-9.0%,4.0%
CCOc1ccc(NC(=O)C(=O)NCC2CCCN2CC)cc1 (stereo not drawn),-0.9%,-2.1%,-16.1%,14.7%,-0.2%,/,-8.6%,17.6,-6.5%,0.7%
Cc1noc(C)c1CN(C(=S)NC1CC1)c1ccccc1,18.9%,-0.2%,13.8%,2.4%,-1.3%,1.5%[46.1 µM],-9.6%,-0.3,-10.9%,4.7%

# These rows are one share of the data. The share of hits here may be higher or lower than overall.
